Assay outcomes from PubChem.
IL1B secr inh – qHTS for Inhibitors of Inflammasome Signaling: IL-1-beta AlphaLISA Primary Screen; THP-1 LPS/ATP IL-1B secretion, AlphaLISA, 16 h; stronger effect = lower value; activity change, % at 57.5 µM; 360,000 tested, 4.7% active; in the data active = activity change below about -50%; inconclusive = mostly about -30% to -49%; also: % is scaled to controls: 0 for no effect and ±100 for the full control effect
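Secreted IL-1B measured by AlphaLISA bead assay after 16 h compound exposure of THP-1 cells; compounds (final up to 57.5 uM) added 1 h before LPS (250 ng/mL) and ATP (1.25 mM) stimulation; lower signal means less secretion.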
SW480 rerep – A quantitative high throughput screen for small molecules that induce DNA re-replication in SW480 colon adenocarcinoma cells. SW480 DNA re-replication, Hoechst DNA content imaging, 48 h. Potency, µM (highest dose often 46.1 µM), inactives show top-dose re-replication activation, hits mostly activators. 340,000 tested, 1.8% active; also: potency is read from the fitted curve at half-maximal effect; % of control where 0% means no effect; nearly all actives have a fitted effect of over 55% in size
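Quantitative HTS format with DMSO vehicle controls; 48 hr drug incubation at 37 C, then 40 min Hoechst staining and scanning imager measurement at 405 nm excitation.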
MCF10A rerep – A quantitative high throughput screen for small molecules that induce DNA re-replication in MCF 10a normal breast cells; MCF 10A DNA re-replication, Hoechst nuclear intensity, 48 h; Potency, µM (doses to about 46.1 µM), for inactives: at the top dose activity, positive = re-replication, most hits filed as activators; 350,000 tested, 2.9% active; AID 624296, 2012; also: potency is read from the fitted curve at half-maximal effect; % of control where 0% means no effect; nearly all actives have a fitted effect of over 50% in size
HT1080 IDH1KD tx – qHTS for induction of synthetic lethality in tumor cells producing 2HG: qHTS for the HT-1080-IDH1KD cell line. AID 686971, 2013. 360,000 tested, 2% active. Potency, µM (doses to about 46.1 µM), for inactives: at the highest dose activity, negative = toxicity, actives largely listed as cytotoxic. HT-1080 IDH1 knockdown viability, ATP luminescence, 48 h;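 also: potency is read from the fitted curve at half-maximal effect; 0% = DMSO wells and -100% = cell-free medium wells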
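In this qHTS, HT-1080 cells depleted of IDH1 are exposed for 48 h at 37 °C to compound titrations. Toxicity is scored from CellTiter-Glo luminescence, with DMSO as full viability and medium alone as none.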
KB-V1 MDR tox – qHTS assay for MDR1-selective chemotherapeutics: Primary screen using the drug-selected MDR subline cells KB-V1. KB-V1 MDR cells viability, CellTiter-Glo, 72 h. Potency, µM (highest dose often 46.1 µM), for the others: at the highest dose activity change, negative = cytotoxicity, hits mostly cytotoxic. 400,000 tested, 3.4% active. AID 1347076, 2019; also: potency is read from the fitted curve at half-maximal effect; % is scaled to controls: 0 for no effect and ±100 for the full control effect; nearly all actives have a fitted effect of over 60% in size
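In this primary screen, KB-V1 cells overexpressing P-gp are incubated with library compounds (lowest to highest concentration) for 72 h at 37 degrees C before a luminescent ATP viability read.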
HT1080NT lethal – qHTS for induction of synthetic lethality in tumor cells producing 2HG: qHTS for the HT-1080-NT fibrosarcoma cell line | 360,000 tested, 1.6% active | AID 686970, 2013 | HT-1080-NT fibrosarcoma viability, CellTiter-Glo ATP luminescence, 48 h | Potency, µM (series often up to 46.1 µM), for the others: top-dose activity, negative = less viability, usual class: cytotoxic;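 also: NT is the 2HG producing partner of a matched IDH1 knockdown line; potency is read from the fitted curve at half-maximal effect; 0% = DMSO-treated cells and -100% = media-only wells without cells; nearly all actives have a fitted effect of over 55% in size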
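750 cells/well, RPMI + 5% FBS; 2 h settle, compound pin-transfer, 48 h at 37 degrees C. CellTiter-Glo 10 min RT, luminescence. Normalized to DMSO and media-only wells.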
KB-3-1 tox – qHTS assay for MDR1-selective chemotherapeutics: Primary screen using the parental adenocarcinoma cell KB-3-1; KB-3-1 viability, CellTiter-Glo ATP luminescence, 72 h; 400,000 tested, 1.4% active; AID 1347075, 2019; Potency, µM (titrated, usually from 46.1 µM), for the others: at the highest dose activity change, negative = cytotoxic, most hits filed as cytotoxic; also: potency is read from the fitted curve at half-maximal effect; % is scaled to controls: 0 for no effect and ±100 for the full control effect; nearly all actives have a fitted effect of over 60% in size
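Cytotoxicity measured as CellTiter-Glo luminescence after 72 h at 37 C. Compound titrations were pinned onto drug-naive KB-3-1 parental adenocarcinoma cells grown in DMEM with 10% FBS, and normalized data fitted to concentration-response curves.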
S2 tox – Viability Counterscreen for Primary qHTS for Inhibitors of ATXN expression | 400,000 tested, 0.49% active | AID 651635, 2014 | Potency, µM (highest dose often 56.7 µM), actives largely listed as cytotoxic | S2 cells (HEK-293 line with an ATXN2-luciferase reporter) viability, CellTiter-Fluor protease fluorescence, 24 h; also: potency is read from the fitted curve at half-maximal effect; nearly all actives have a fitted effect of over 40% in size
ATXN2 expr inh – Primary qHTS for Inhibitors of ATXN expression; HEK-293 ATXN2-luciferase reporter, luminescence, 24 h; Potency, µM (doses to about 57 µM), inactives show at the highest dose activity change, negative = inhibition, hits mostly inhibitors; 360,000 tested, 0.72% active; also: potency is read from the fitted curve at half-maximal effect; % is scaled to controls: 0 for no effect and ±100 for the full control effect; nearly all actives have a fitted effect of over 55% in size
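ATXN2-luciferase reporter cells (luciferase flanked by upstream and downstream ATXN2 gene portions) were treated 24 h at 37 °C with compounds at up to 57 uM. SteadyGlo luminescence gave expression; GF-AFC fluorescence gave viability.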
Numbers without * were called inactive; i = inactive; u = inconclusive; x = no result given; [ ] = dose if it differs, or a comment. Unless noted, calls follow the shape of the dose curve; as a rule, active = well fitted curve in the direction sought with a large enough effect; inconclusive = small, poorly fitted or top-dose-only effect, or another doubt; inactive = no such curve, though single readings can be large; an effect the other way counts as inactive or inconclusive.

SMILES	IL1B secr inh	SW480 rerep	MCF10A rerep	HT1080 IDH1KD tx	KB-V1 MDR tox	HT1080NT lethal	KB-3-1 tox	S2 tox	ATXN2 expr inh
COc1ccc(C2=NO[C@@H]3C(=O)N(C4CCCCC4)C(=O)[C@H]23)cc1OC	24	-8%	-1%	4%	16%	1%	-4%	i	3%
O=C(Nc1ccccc1)N1CCCN(c2nccc(C(F)(F)F)n2)CC1	-5	-10%	5%	12%	5%	28%	20%	i	-6%
COC1=CC(=O)c2c(ccc3ncnc(N)c23)C1=O	-112*	u	16%	2.9µM*	1.8µM*	4.1µM*	2.1µM*	3.5µM*	2.8µM*
CC(C)Cn1c(SCC(=O)N2CCN(C(=O)c3ccco3)CC2)nc2ccccc2c1=O	-7	8%	0.65µM*	1%	1%	2%	7%	i	-6%
O=C(Oc1ccc(N(Cc2cccs2)C2=NS(=O)(=O)c3ccccc32)cc1)c1ccccc1Cl	18	9%	0%	9%	u	14%	u	i	-29%
Cc1nnc2ccc(N3CCN(C(=O)c4ccccc4)CC3)nn12	16	-9%	15%	1%	7%	-3%	2%	i	3%
O=C1C(=C2SCCCS2)CC/C1=C\c1ccc(F)cc1	-12	2%	-2%	13%	u	u	u	i	-80%
c1ccc(-n2cnc3cc(NCc4ccccn4)ccc32)cc1	u	21µM*	5.8µM*	1%	-16%	-1%	-4%	i	18%
COc1ccc(NC(=O)c2cccc(N3C(=O)NC4CC3(C)Oc3ccccc34)c2)cc1 (stereo not drawn)	-15	1%	10%	-6%	3%	0%	-1%	u	10%
CCCCn1c(SCC(=O)N2c3ccccc3Sc3ccccc32)nc2c1c(=O)n(C)c(=O)n2C	u	u	20%	u	15µM*	-29%	16µM*	u	u
CC(=O)NCC(=O)N(C)C(C(=O)Nc1ccc2c(c1)OCCO2)c1ccccc1 (stereo not drawn)	-2	-6%	0%	12%	0%	6%	22%	i	5%
Cc1[nH]c2ccccc2c1C1(O)C(=O)N(Cc2ccccc2)c2ccc(Br)cc21 (stereo not drawn)	x	x	x	x	6%	x	4%	i	u
CC1CCN(C(c2nnnn2CCc2ccccc2)C(C)C)CC1 (stereo not drawn)	-6	u	0%	-4%	6%	2%	-12%	i	-24%
O=C(NCc1cccc(CNC(=O)Nc2cccc(O)c2)c1)Nc1cccc(O)c1	-13	-4%	-2%	u	-9%	-29%	-1%	i	x
O=C(C[C@H]1C[C@H](C(=O)N2CCCCC2)[C@@]2(CCc3ccccc3)c3[nH]c4ccc(Cl)cc4c3CCN2C1=O)NCCc1ccccn1	0	-8%	u	-1%	u	10%	-9%	u	3%
CC(C)C(=O)N1CCN(c2ccc(NC(=S)NC(=O)c3cc4ccccc4o3)cc2)CC1	i	u	6%	-4%	-24%	-3%	-1%	i	6%
COCCCN(CCCN)Cc1ccco1	13	-3%	-1%	-1%	-17%	8%	12%	i	3%
O=C1NC[C@H](CCCCN2C[C@H](Cc3ccccc3)N(CCC3CCCCC3)C(=O)C2=O)N(CC2CCCCC2)C1=O	21	x	x	5%	0%	11%	u	i	9%
CC1(NC(=O)Nc2cccc(Br)c2)CCS(=O)(=O)C1 (stereo not drawn)	14	-6%	0%	11%	2%	-1%	7%	i	-1%
N#CC(c1ccccn1)c1ncc(C(F)(F)F)cc1Cl (stereo not drawn)	-11	-3%	2%	4%	-4%	9%	5%	i	4%
O=C(c1cc(COc2c(F)cccc2F)on1)N1C[C@H]2CC[C@H]1C2	21	5%	14%	-1%	-3%	-4%	-17%	i	58%[activator]
Cn1ccc(C(=O)NC(=S)N2CCSCC2)n1	23	-1%	8%	9%	2%	12%	-1%	i	13%
Cc1ccn2c(=O)nc(SCC(=O)N3CCCc4ccccc43)nc2c1	-5	1%	8%	0%	-20%	-6%	-10%	u	-6%
COc1cc(C)c(Cc2cnc(N)nc2N)cc1OC	x	-11%	-1%	x	-1%	x	12%	i	4%
COC(=O)c1ccc(C(=O)OC)c(NC(=O)COC(=O)C2CC2C)c1 (stereo not drawn)	-10	-10%	2%	0%	-6%	0%	-2%	i	-4%
COc1ccc(C(=O)c2oc3ccc(OC)cc3c2NC(C)=O)cc1	-3	u	u	u	u	u	-1%	x	-16%
O=C(N/N=C(/CC(=O)c1cccs1)C(F)(F)F)c1ccc(O)cc1	29	-2%	u	-21%	23%	-12%	-4%	i	-8%
CCC(CC)NC(=O)CN(c1ccccc1OC)S(=O)(=O)c1cccs1	4	6%	-3%	11%	1%	4%	-1%	i	x
Cc1nn(C(C)C(=O)NC2CC2)c(=O)c2nn(-c3ccccc3)c(C)c12 (stereo not drawn)	2	-5%	-1%	-1%	-2%	-7%	-11%	i	2%
COc1ccc2c3c([nH]c2c1)C1(NCC3)C(=O)Nc2ccccc21 (stereo not drawn)	-8	-5%	-6%	-10%	9%	-11%	-6%	i	23%
CCCn1cc(S(=O)(=O)c2ccc(Cl)cc2)c(=O)c2cc(OC)ccc21	-17	u	u	-16%	7.3µM*	12%	u	i	1%
CC1=NNC(=O)c2ccccc2O1	2	u	u	-6%	-18%	-16%	-7%	i	-1%
c1ccc(-c2nn[nH]n2)cc1	6	0%	-9%	u	4%	16%	0%	i	-7%
CCOC(=O)c1c(C)[nH]c(C(=O)N/N=C\c2ccccc2Cl)c1C	0	x	u	15µM*	u	u	u	i	-17%
O=C(CCn1c(=O)oc2ccc(Cl)cc21)N1CCN(c2ccccc2)CC1	-8	u	-4%	-9%	-3%	-6%	u	i	-3%
CSCCC(NC(=O)c1ccc(Cl)cc1Cl)C(=O)NCC(c1cccs1)N(C)C (stereo not drawn)	0	2%	11%	2%	15%	3%[9.24 µM]	2%	i	-10%
CC(C(=O)NCc1ccco1)n1ccc2cc(S(=O)(=O)N3CCCCC3)ccc21 (stereo not drawn)	25	u	u	-1%	-6%	17%	9%	i	-9%
Oc1ccc(Cl)cc1C1=NNC(c2cccs2)C1 (stereo not drawn)	2	u	17%	u	u	u	u	i	10%
Cc1ccc(C(C(=O)NCC2CCCO2)N(C(=O)c2snc(C(N)=O)c2N)c2ccc(C)c(C)c2)o1 (stereo not drawn)	-28	0%	10%	-2%	u	8%	-2%	i	-2%
Cc1ccc(Nc2cc(C)nc3nc(C)nn23)cc1	-20	-4%	1%	12%	19%	1%	-4%	i	-5%
Cc1ccc(C(=O)Cc2cc3ccccc3oc2=O)c(C)c1	-14	7%	-1%	11%	11%	0%	1%	i	x
CC(C)Oc1cccc(C2CC(=O)Nc3cc4c(cc32)OCO4)c1 (stereo not drawn)	x	x	x	x	u	x	3.7µM*	u	-24%
N#C/C(=N/Nc1ccccc1F)C(=N)N1CCOCC1	13	-3%	4%	-9%	1%	2%	6%	u	33%
O=C(Nc1ccc(Cl)cc1C(=O)NCc1cccnc1)c1ccco1	-1	-6%	-5%	5%	-29%	-4%	5%	i	0%
COC(=O)Cc1c(C)c2ccc(OCC(=O)N3CCCC3)c(C)c2oc1=O	4	1%	-2%	0%	x	11%	x	i	6%
CCNC(=O)C1(C)CCN(C(=O)c2ccc(OC)c(OC)c2)C1 (stereo not drawn)	12	x	x	-1%	0%	5%	u	i	-33%
